PriA SSB inh – blocks PriA binding to SSB C-terminal tail; AlphaScreen SSBct-PriA binding, biotinylated peptide; inhibition, % at 33 µM; hit rate 0.6% among 430,000; in the data active means inhibition mostly above about 37%, no sharp cut-off; inactive means mostly below about 20%;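 further: plate controls were negative control peptide for no effect and reference peptide for full effect; strong numbers were not always called active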
* = called active by the depositor; & = joins results of further samples. Some of the compounds tested (hit frequency here may not be typical).

SMILES | PriA SSB inh
O=C(Nc1ccc(Cl)cc1)c1sccc1S(=O)(=O)N1CCN(c2ccccc2)CC1 | -9
CC(C)Sc1ccc(CC(=O)N2CCC3(CC2)OC(=O)c2ccccc23)cc1 | -2
COc1ccc2sc(=NC(C)=O)n(CCSC)c2c1 | 13
O=C(Nc1ccccc1[N+](=O)[O-])c1cccn(OCc2cccc(Cl)c2)c1=O | 15
CCOC(=O)c1cn[nH]c1S(=O)(=O)Nc1cccc2c1CCCC2 | 5
CC(=O)Nc1ccc(SCCCC(=O)Nc2cccc(C)n2)nn1 | -8
ON=C(c1ccccc1)C(O)c1ccccc1 (configuration not stated) | -3
CCCCN1C(=O)c2cccc3c(NC(=S)NC(=O)c4ccc(F)cc4)ccc1c23 | -19
Cc1nc(NC(=O)c2c3c(nn2[C@H]2CCS(=O)(=O)C2)CCC3)sc1C | 2
CCOCC(=O)N1CCC(CSc2ccc(OC)cc2)CC1 | 0
CCOc1ccc(N2CCn3c2nn(CC(=O)NCc2ccccc2Cl)c(=O)c3=O)cc1 | -3
CCOc1ccc(-c2nc(NC(=O)c3ccccc3SC)sc2C)cc1 | -12
CC[C@H](C)n1c(C)c(C)n2c3c(=O)n(CC(N)=O)c(=O)n(C)c3nc12 | -7
COc1ccc(CCNC(=O)c2c[nH]c(=O)n(Cc3cccs3)c2=O)cc1OC | -9
O=C(NCCn1ncc2c(=O)n(Cc3cccc([N+](=O)[O-])c3)cnc21)C1(c2ccc(Cl)cc2)CCCC1 | 12
CNc1cc([N+](=O)[O-])ccc1NC=CC(=O)c1ccc2c(c1)OCO2 | -4
CCOc1ccc(C(=O)NCCN2CCN(c3ccccc3F)CC2)cc1OCC | -1
COc1ccc(Br)c(C(=O)NCCn2ccc(-c3ccccn3)n2)c1 | -2
COc1ccc(CCNC(=O)C2CCCN(c3ccc(-c4ccc(F)cc4)nn3)C2)cc1OC (configuration not stated) | -9
O=S(=O)(NCCn1ccc(-c2ccsc2)n1)c1cccnc1 | 3
CCSc1nc(-c2ccccc2)c(NC(=O)c2ccc(S(=O)(=O)N(C)C)cc2)s1 | 8
Cc1noc(C)c1CC(=O)N1CC(c2nc(-c3ncccn3)no2)C1 | -7
NC(=O)c1cc(-c2ccccc2)sc1NC(=O)/C=C/c1cccs1 | -14
Nc1cnc(-c2ccccc2)nc1 | -20
COc1ccc(N2CCn3c(SCc4ccc(Br)cc4)nnc32)cc1 | -14&-6

More compounds:
SMILES | PriA SSB inh
Cc1cccc(OCC(=O)Nc2ccc3c(c2)OCC(C)(C)C(=O)N3)c1 | 20
CC(=NNC(=O)c1ccco1)c1cc(Cl)sc1Cl | -28
NC(=O)C1CCN(C(=O)Cc2csc(Nc3cccc(C(F)(F)F)c3)n2)CC1 | 2
CCOc1ccc(-n2c(=O)c3c4c(sc3n(Cc3ccc(Cl)cc3)c2=O)CCCCC4)cc1 | -2
Cc1ccc(C)c(NC(=S)C(=C([O-])c2ccc(Cl)s2)[n+]2ccccc2)c1 | 9
Cc1ccc(C(=O)N=c2sc3cc4c(cc3n2C)OCO4)cc1 | -22
Cc1ccc(CNC(=O)COC(=O)c2ccc(C3Nc4ccccc4S(=O)(=O)N3)cc2)cc1 (configuration not stated) | -7
O=C1C2C(C(=O)N1N=Cc1cc([N+](=O)[O-])ccc1O)C1C=CC2C12CC2 (configuration not stated) | -11
Cc1csc(C(=O)NCC2CCN(C(=O)c3ccoc3)CC2)c1 | 1
Cc1ccc2nc(-c3ccc(NC(=O)c4ccno4)cc3)sc2c1 | 4
COCCN1CCn2c1nc1c2c(=O)n(CCOC)c(=O)n1C | -15
O=C(CSc1nc2cc(-c3ccccc3)[nH]c2c(=O)n1Cc1ccccc1)NCc1ccccc1Cl | -7
CCOC(=O)CCSCC(=O)Nc1nc2ccccc2s1 | -20
CC(=NNC(=O)c1ccc(OC2CCCC2)cc1)c1ccc(O)cc1 | -1
CC(=O)Nc1ncc(S(=O)(=O)N2CCCCC2)s1 | -9
CCOc1ccc(C(=O)c2c(N)c(C(=O)Nc3ccc(Br)cc3)c3ccccn23)cc1 | 0
CCOC(=O)c1sc2ncn(N=CN(C)C)c(=O)c2c1C | -3
CC1CN(c2ncnc3c2cnn3CCNC(=O)COc2ccccc2)CC(C)O1 (configuration not stated) | -13
CSc1ccc(NC(=O)Cc2cccs2)nn1 | -6
O=C(Cn1nc(C2CC2)c2cnn(-c3ccc(F)cc3)c2c1=O)NC1CCCCC1 | 7
Cn1cc(S(=O)(=O)N2CCCN(C(=O)c3cc(=O)c4ccccc4o3)CC2)cn1 | -10
CCc1ccc(NC(=O)Cn2nc(SC)c(-c3nc(-c4ccc(OC)c(OC)c4)no3)c2N)cc1 | 0
C=CCn1c(SCC#N)nc2scc(-c3ccco3)c2c1=O | 4
O=S(=O)(NCCc1ccccc1)c1c(Cl)cccc1Cl | -9
CCOC(=O)c1c(NC(=O)c2ccnn2C(C)C)sc2ccccc12 | -3

Structural class, those above with bromine.
SMILES | PriA SSB inh
COc1ccc(Br)c(C(=O)NCCn2ccc(-c3ccccn3)n2)c1 | -2
COc1ccc(N2CCn3c(SCc4ccc(Br)cc4)nnc32)cc1 | -14&-6
CCOc1ccc(C(=O)c2c(N)c(C(=O)Nc3ccc(Br)cc3)c3ccccn23)cc1 | 0

4 structures out of the list, sorted by SMILES length, smallest number first.
SMILES | PriA SSB inh
CC(=NNC(=O)c1ccco1)c1cc(Cl)sc1Cl | -28
C=CCn1c(SCC#N)nc2scc(-c3ccco3)c2c1=O | 4
Cc1csc(C(=O)NCC2CCN(C(=O)c3ccoc3)CC2)c1 | 1
O=C(CSc1nc2cc(-c3ccccc3)[nH]c2c(=O)n1Cc1ccccc1)NCc1ccccc1Cl | -7

Other results
SMILES | PriA SSB inh
Nc1nc(-c2ccc(Cl)cc2)cs1 | 35
CC(C)c1ccc2nc(NC(=O)c3ccccc3F)sc2c1 | -1
O=C(Nc1nc(-c2ccccn2)cs1)c1cc(Cl)ccc1Cl | 86*
COc1ccccc1[C@H](CNC(=O)Cc1cccc2ccccc12)OC | -21
CN(C)S(=O)(=O)Nc1cccc(O)c1 | -5
O=C(OCc1cc(-c2ccc(Cl)cc2)on1)c1cc(-c2ccco2)on1 | -9
Cc1nc(CSc2nc3c(c(-c4ccccc4)c2C#N)C(=O)CC(C)(C)C3)cs1 | -6
COc1ccc2nc(-c3ccc(NC(=O)Nc4ccccc4)cc3)cn2n1 | -12
C=CCn1c(SCC(=O)Nc2nsc(-c3ccccc3)n2)nc2scc(-c3ccco3)c2c1=O | -18
O=C1c2ccccc2NC(c2ccccc2)N1N=Cc1ccccc1 (configuration not stated) | 1
O=C(O)c1cc(-c2ccc(F)cc2)nc2ccccc12 | -10
Cc1ccc(-c2nnc(Oc3ccc(NC(=O)c4cccs4)cc3)c3ccccc23)cc1 | -10&-5
COc1ccc(C(=O)ON=C2CCCc3nonc32)cc1 | 1
Cc1cc(-c2n[nH]c(=S)n2N=Cc2cccc(O)c2)n[nH]1 | 2
CSc1ncccc1C(=O)N1CCC(CNC(=O)c2cc(=O)c3ccccc3o2)CC1 | -16
O=C(NCCn1ccn2nc(-c3ccco3)cc12)C1(c2cccs2)CCCC1 | -7
Cc1ccc(/C=C/S(=O)(=O)Nc2ccccc2Cc2nc(-c3ccco3)no2)cc1 | 0
O=C(NN=Cc1ccc(Cl)cc1)c1ccc2c(c1)OCO2 | -6
COC(CNC(=O)C1CC=CCC1)c1ccc(C)s1 (configuration not stated) | -5
COc1ccc(C=NN2C(=O)c3ccccc3C2=O)cc1 | -10
CC(C)COc1ccc(S(=O)(=O)Nc2ccc3c(c2)CCC(=O)N3)cc1 | 1
O=C(CCSc1ccccc1)NCCOc1cccc(C(F)(F)F)c1 | -35&-18
O=C(Cc1cccs1)N1CCC(Oc2ncccc2Cl)CC1 | 1
COc1ccc(C=NN2C(=O)CSC2=S)cc1 | 0
O=S(=O)(Cc1ccco1)C1CCN(S(=O)(=O)c2ccc3c(c2)OCCO3)CC1 | -15

(further entries)
SMILES | PriA SSB inh
Cc1ccc(CNC(=O)CN2CCCN(Cc3cccc(Cl)c3)S2(=O)=O)cc1 | -12
O=C(Cc1ccc(F)cc1)Nc1nnc(-c2ccc3c(c2)OCO3)o1 | -37
CN(C)c1ccc(/C=N\Nc2nnnn2-c2ccccc2)cc1 | -3
CCS(=O)(=O)c1ccc(-c2ccc(NC(=O)C3CCCC3)cc2)nn1 | -9
COc1ccc(CNc2ccc(S(=O)(=O)Cc3ccc(Cl)cc3)nn2)cc1 | -3&6
CCOC(=O)N1CCN(Cc2c(NC(=O)c3ccc(OC)cc3)sc(C)c2C)CC1 | 7
O=C(O)c1ccc(N2C(=O)/C(=C\c3ccc(-c4ccccc4F)o3)SC2=S)cc1O | 0
O=C(CSc1nnc(SCc2cccc3ccccc23)s1)NN=C/C=C/c1ccccc1[N+](=O)[O-] | -5
CC1C(=O)NCCN1C(=O)COc1ccc(Cl)cc1 (configuration not stated) | -7&4
CCOC(=O)Cn1c(=NC(=O)c2cccc(OC)c2OC)sc2cc3c(cc21)OCO3 | -27
Cc1ccc(C)c(-c2nnc(NC(=O)c3c(F)cccc3F)o2)c1 | 2
Cc1cc2nc(N=C(N)NC(=O)N3c4ccccc4Sc4ccccc43)nc(C)c2cc1C | -2
O=C(CN1CCN(C(=O)N2CCCCC2)CC1)Nc1ccc(Br)cc1 | -8
O=C(Cn1nc(-n2ccc3ccccc32)ccc1=O)Nc1cnccn1 | 0
NC(=NN=Cc1ccco1)SC1CC(=O)N(c2ccc(C(=O)O)cc2)C1=O (configuration not stated) | -4
O=C(CC(c1ccccc1)c1ccccc1)NCCCn1nc(-c2ccncc2)ccc1=O | -1
O=[N+]([O-])c1ccc(N2CCCC2)cc1N1CCCCCC1 | 61*
COc1ccccc1N1CCN(S(=O)(=O)c2cc([N+](=O)[O-])ccc2C)CC1 | 9
CS(=O)(=O)c1ccc2nc(NC(=O)C3CCN(C(=O)NCc4cccs4)CC3)sc2c1 | -8
CN1CC(NC(=O)NCCCc2ccccc2)CC1=O (configuration not stated) | -9
COc1ccc(OC)c2sc(N(Cc3cccnc3)C(=O)c3ccc(Br)s3)nc12 | -14
Cc1ccc(S(=O)(=O)CC(=O)Nc2sc3c(c2C(N)=O)CCC(C)C3)cc1 (configuration not stated) | 11
CCCc1nnsc1C(=O)NCCc1nc(C2CC2)cc(C(F)(F)F)n1 | -18
O=C(Nc1ccccc1-c1csc(-c2ccccc2F)n1)c1ccc(C(F)(F)F)nc1 | -9
O=C(NN=Cc1ccc(N2CCOCC2)cc1)c1ccccc1NS(=O)(=O)c1cccs1 | -1

A portion from the list above:
SMILES | PriA SSB inh
Cc1ccc(CNC(=O)CN2CCCN(Cc3cccc(Cl)c3)S2(=O)=O)cc1 | -12
O=C(Cc1ccc(F)cc1)Nc1nnc(-c2ccc3c(c2)OCO3)o1 | -37

Further records follow.
SMILES | PriA SSB inh
Cc1nnsc1C(=O)NCc1ccc(C(=O)c2ccco2)s1 | -10
COc1ccc(OCCS(=O)(=O)Nc2ccc(C(C)=O)cc2)cc1 | -2
Cc1cc(F)ccc1S(=O)(=O)NCC(c1ccsc1)N1CCCCCC1 (configuration not stated) | -14&4
COc1ccc(S(=O)(=O)NCC2CCN(C(C)C)CC2)cc1F | -5
Cc1ccc(NC(=O)CSc2ncc(-c3ccc(F)cc3)o2)cc1Cl | -9
O=C1NC(=O)C(C2SC(=O)NC2=O)S1 (configuration not stated) | -14
CC(=O)NC1C(Sc2ccccc2)OC(COC(C)=O)C(OC(C)=O)C1OC(C)=O (configuration not stated) | -6
COC(C)(CNC(=O)C1(c2ccccc2)CCOCC1)c1cccc(Cl)c1 (configuration not stated) | 3
O=C1CCSC[C@@H](C(=O)Nc2ccc(F)c(C(F)(F)F)c2)N1 | -6
CC(C)Sc1nc2c(c(=O)[nH]1)C(c1ccncc1)C1C(=O)CC(C)(C)CC1=N2 (configuration not stated) | -12
Cn1c(Cc2csc(N)n2)nnc1SCC(=O)Nc1ccc(S(N)(=O)=O)cc1 | 9
Cc1nc2c([nH]1)C[C@@H](C(=O)Nc1ccncc1)CC2 | -8
Cc1ccc(S(=O)(=O)c2nc(S(=O)(=O)c3ccccc3)sc2N2CCC(O)CC2)cc1 | 3
COc1ccc(C(=O)NCc2cn3ccsc3n2)cc1 | 4
CCOc1ccc(CC(=O)N2CCN(CC(F)(F)F)CC2)cc1 | -20
S=c1n(CN2CCOCC2)nc(-c2ccncc2)n1-c1ccccc1 | -10
COc1ccccc1C1(CNC(=O)COc2ccccc2)CCOCC1 | -1
Cc1cc(C)c(S(=O)(=O)Nc2ccc3c(c2)C(=O)N(C)c2cc(C)ccc2O3)c(C)c1 | 3
NC(=S)NN=C1CC(c2ccc3c(c2)OCCCO3)Oc2ccc(F)cc21 (configuration not stated) | -6
CS(=O)(=O)N1C2CCC1CC(NC(=O)c1cccc(OCc3ccccc3)c1)C2 (configuration not stated) | 1
O=C(NCC(c1cccs1)N1CCOCC1)c1cnccn1 (configuration not stated) | -10
COc1ccccc1C(=O)NN=C(C)CC(=O)Nc1ccc(Nc2ccccc2)cc1 | 15
CCN(CC)Cc1c(C(=O)NN=C(C)c2ccncc2)nnn1-c1nonc1N | -12
CC(C)c1cc(C(=O)NCc2ccco2)nn1-c1nc2ccccc2s1 | -9
CN1CCC(OC(=O)c2cc3ccccc3oc2=O)CC1 | -17

Later entries:
SMILES | PriA SSB inh
CCC(=O)c1ccc(OCC(O)Cn2cccn2)cc1 (configuration not stated) | -26
CC(=O)N1N=C(c2cccnc2)C[C@H]1c1ccco1 | -6
COc1ccc(/C=C/C(=O)Nc2c3c(nn2-c2ccccc2)CCC3)cc1OC | -11
COc1ccc(Cl)c2sc(NCCN(C)C)nc12 | 16
CC(=O)c1ccc(NC(=O)COc2ccc(-c3nnc(C)o3)cc2)cc1 | -9&4
Cc1cc(-c2nnc(NC(=O)C3CCCN(S(=O)(=O)c4cccs4)C3)o2)nn1C (configuration not stated) | 11

Six entries drawn at random from those above, as already listed:
SMILES | PriA SSB inh
O=C(CN1CCN(C(=O)N2CCCCC2)CC1)Nc1ccc(Br)cc1 | -8
NC(=NN=Cc1ccco1)SC1CC(=O)N(c2ccc(C(=O)O)cc2)C1=O (configuration not stated) | -4
Cc1noc(C)c1CC(=O)N1CC(c2nc(-c3ncccn3)no2)C1 | -7
COCCN1CCn2c1nc1c2c(=O)n(CCOC)c(=O)n1C | -15
Cc1nc2c([nH]1)C[C@@H](C(=O)Nc1ccncc1)CC2 | -8
CC(C)c1cc(C(=O)NCc2ccco2)nn1-c1nc2ccccc2s1 | -9

From PubChem BioAssay
